Bioassay records deposited in PubChem by The Scripps Research Institute Molecular Screening Center.
TTR transcr act: TTR transcription activation, primary screen; SH-SY5Y TTR promoter Gaussia luciferase, luminescence; 100% = recombinant luciferase protein wells; activation, % at 16.7 µM; actives 1.3% (n = 92,000); AID 1117267;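 active means activation above the mean of all tested compounds plus 3 SD, cut at about 9.5% in these data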;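 further: cells exposed to compounds for one day before reading; 0% = median of all test compound wells on the plate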
An asterisk follows results filed as active.

TTR transcr act,Structure
0.3,COc1ccc(C(C2C(=O)CC(C)(C)CC2=O)C2C(=O)CC(C)(C)CC2=O)cc1COCC(F)(F)F
1.1,CCCCOc1ccc(C(=O)Nc2ccc3c(c2)C(=O)NC3=O)cc1
2.0,Cc1cc(C)nc(NC(=O)c2cc(-c3ccc4c(c3)OCO4)nc3ccccc23)c1
5.7,COc1ccc(-c2cnnc(N/N=C/c3ccc(OC)c(OC)c3)n2)cc1
1.0,Cc1ccnc(SCCn2c(N3CCOCC3)nc3c2c(=O)[nH]c(=O)n3C)n1
-1.7,Cc1cc(C)cc(N(CC(=O)NC2CCCC2)C(=O)CCC(=O)Nc2cc(C)ccn2)c1
3.2,Cc1cc(C)c(C#N)c(SCCS(=O)(=O)Cc2ccc(Cl)cc2)n1
-0.1,CCOC(=O)c1c(-c2ccccc2)csc1NC(=O)c1ccc(S(=O)(=O)N2CCOCC2)cc1
2.8,O=C(NCc1ccccc1)c1ccc(S(=O)(=O)Nc2cccc(C(F)(F)F)c2)cc1
-0.5,Cc1ccc(S(=O)(=O)Nc2ccccc2CNc2cccc(C)n2)cc1
-0.5,O=C(Cn1cnc2c(nnn2-c2ccc(F)cc2)c1=O)N1CCCC1
-1.8,Cc1ccc(NS(=O)(=O)c2ccc(Cl)s2)nc1
0.4,COc1ccc(C(=O)N/C(=C\c2cc(OC)c(OC)cc2[N+](=O)[O-])C(=O)NCC(=O)O)cc1
2.5,CN(CCO)C1=CC(=O)CC(C)(C)C1
-1.6,COc1ccc(NC(=O)Nc2ccc3c(c2)C(=O)N([C@@H](C)CO)C[C@@H](C)[C@@H](CN(C)S(=O)(=O)c2cn(C)cn2)O3)cc1

Next part.
TTR transcr act,Structure
-1.5,Cc1cccc(NC2=NCC(=O)N2Cc2cccs2)c1
0.9,Cc1ccn2c(=O)c(C(=O)O)cnc2c1
-1.8,CN(c1ccccc1)S(=O)(=O)c1cccc(NC(=O)CN2C(=O)NC3(CCCC3)C2=O)c1
1.0,COc1cc(C(=O)NCC(c2ccccc2)N(C)C)ccc1OCc1c(C)noc1C (stereo not drawn)
-3.1,Cc1ccccc1C(=O)NCC(=O)N1CCN(c2ccccn2)CC1
0.9,O=C(CCc1nc2ccccc2s1)OCC(=O)c1ccccc1
-3.8,O=C(Nc1nnc(C(F)(F)F)s1)c1cccnc1
-0.6,O=C(NCCc1nc2ccccc2[nH]1)/C(=C/c1ccco1)NC(=O)c1ccc(Br)o1
0.8,COc1ccccc1C(c1c(N)n(C)c(=O)n(C)c1=O)C(C)[N+](=O)[O-] (stereo not drawn)
-1.2,CCOC(=O)C1(C)CCCCN1C(=O)c1ccco1 (stereo not drawn)
0.4,O=P(C(=S)Nc1ccccc1Cl)(c1ccccc1)c1ccccc1
-1.7,CN1CCN(S(=O)(=O)c2ccc(-c3noc(C4CCN(S(C)(=O)=O)CC4)n3)cc2)CC1
4.7,CC(C)NC(=O)CSc1nc(-c2cccs2)cc(-c2ccccc2)c1C#N
0.6,Cc1ccc(C2C(C#N)=C(N)N(N(C)C)C3=C2C(=O)CCC3)cc1 (stereo not drawn)
5.4,CCCCOc1cccc2c(=O)n(CC(=O)Nc3ccc4c(c3)OCCO4)ccc12

(continued)
TTR transcr act,Structure
3.6,c1ccc(CN2CCOCC2)nc1
-1.8,CCC[C@H]1[C@@H](NC(=O)C2CCC2)CC[C@@]23CCCN2C(=O)CCC[C@@H]13
1.4,Cc1ccc(C)c(C(=O)COC(=O)c2cc(Cl)nc3ccccc23)c1
2.2,Nc1nc(NCc2ccco2)nn1-c1ccccc1
-0.1,O=C(COC(=O)c1cc(S(=O)(=O)N2CCOCC2)ccc1Cl)NCc1ccccc1
1.6,O=C(O)CCN(CCC(=O)O)c1ccccc1
-2.1,O=C(NCc1ccc(F)cc1)C1CCCN(c2cnccn2)C1 (stereo not drawn)
1.0,COCCCn1c(-c2ccc(Cl)cc2)n[nH]c1=S
9.5,O=C(NCc1ccccc1OC(F)(F)F)C1CCC(=O)N(CCCN2CCOCC2)C1 (stereo not drawn)
-0.5,CC1=C(c2ccccc2)C=NNCC1=O
-6.5,CCOc1cc(C)nc(N2CCCC(C(=O)NCc3ccccc3F)C2)n1 (stereo not drawn)
-0.2,COc1ccc(C(=O)Cn2c(=N)n(C)c3ccccc32)cc1
-0.9,O=c1oc2c(-c3cccc(F)c3)cc(O)cc2s1
2.5,CN1CCN(c2sc(S(C)(=O)=O)nc2S(=O)(=O)c2ccc(Cl)cc2)CC1
1.4,CC(C)(C)c1ncc(S(=O)(=O)c2ccc(C(F)(F)F)cn2)c(N)n1

More structures follow.
TTR transcr act,Structure
-1.8,Cn1cccc1Cc1nnc(SCC(=O)NCc2ccc3c(c2)OCO3)n1CCc1ccccc1
3.8,N#Cc1ccc(-c2cccnc2)nc1SCc1ccc(Cl)cc1Cl
-0.3,Cc1c(C)c([N+](=O)[O-])c(C)c(C)c1N
-0.9,CC(Oc1cccc(Cl)c1)C(=O)NC1CC(C)(C)NC(C)(C)C1 (stereo not drawn)
-1.7,Cc1nn2c(-c3ccc(S(=O)(=O)N4CCN(CCO)CC4)o3)nnc2c2ccccc12
1.3,COc1ccc(NC(=O)CN(C)C(=O)c2cccc(S(=O)(=O)Nc3ccc(F)cc3)c2)cc1
-3.0,Cc1ccc(C)c(NC(=O)c2cc(-c3ccccc3O)n[nH]2)c1
-0.2,N#Cc1ccccc1Sc1ccccc1C(=O)NCC(c1ccco1)N1CCCCC1 (stereo not drawn)
0.2,O=S(=O)(c1cccc2cccnc12)N1CCOCC1
-0.4,CCOC(=O)[C@]12CCCC=C1N(Cc1ccc(OC)cc1)C(=O)[C@@H]2CC(=O)NCCCCc1ccccc1
0.8,CC1(C)CC(=O)N(c2cccc(C(F)(F)F)c2)C(=O)C1
9.9*,Cc1ccc(CCNC(=O)CCNS(=O)(=O)c2ccc3c(c2)c(=O)n(C)c(=O)n3C)cc1
-2.7,O=C(O)c1ccccc1C(=O)Nc1ccc(-n2nc(C(F)(F)F)cc2C(F)(F)F)cc1
-1.2,Cc1ccnc(SCC(=O)c2cc3ccccc3o2)n1
0.0,O=C(COC(=O)C(O)C(O)C(=O)OCC(=O)c1ccc(C(F)(F)F)cc1)c1ccc(C(F)(F)F)cc1 (stereo not drawn)

4 entries from above, with each value named.
smiles: O=C(NCc1ccc(F)cc1)C1CCCN(c2cnccn2)C1 (stereo not drawn)
  TTR transcr act: -2.1

smiles: COc1ccc(NC(=O)CN(C)C(=O)c2cccc(S(=O)(=O)Nc3ccc(F)cc3)c2)cc1
  TTR transcr act: 1.3

smiles: O=C(COC(=O)c1cc(S(=O)(=O)N2CCOCC2)ccc1Cl)NCc1ccccc1
  TTR transcr act: -0.1

smiles: O=C(NCCc1nc2ccccc2[nH]1)/C(=C/c1ccco1)NC(=O)c1ccc(Br)o1
  TTR transcr act: -0.6

(next part)
TTR transcr act,Structure
4.2,O=C1CCCc2c1[nH]c1ccc(Br)cc21
-2.3,O=C(NCc1cccnc1)c1ccc(COc2ccccc2Cl)o1
3.6,O=C(CCCOc1ccccc1)Nc1ccc(Cl)cn1
-4.0,CO/N=C/c1ccc(N2CCN(C(=O)c3ccc(Cl)cc3Cl)CC2)c([N+](=O)[O-])c1
-0.2,CCCc1ccc2c(C)cccc2n1
0.6,COc1ccc(Cc2nnc(NC(=O)C(C)C)s2)cc1
3.5,O=S1(=O)CC(N2CCN(CCO)CC2)CN1CCc1ccccc1 (stereo not drawn)
1.2,CCCCn1c(N)c(N(CCOC)C(=O)COc2ccc(C(C)=O)cc2)c(=O)[nH]c1=O
4.0,CC(C)(C)OC(=O)N1CCN(C(=O)c2[nH]cnc2C(=O)Nc2ccccc2F)CC1
-0.6,CC(=O)N(CCCCN1C(=O)c2ccccc2C1=O)c1ccc(C)cc1
-2.2,C=CCc1c(C)nc(C)nc1N/N=C/c1ccc(N(C)C)cc1
2.1,c1ccc(C2Nc3ccccc3C3OCCCC23)cc1 (stereo not drawn)
2.3,Cc1ccc(S(=O)(=O)C2C(=O)NC3(C)CC2c2ccccc2O3)cc1 (stereo not drawn)
-1.9,CN(Cc1ccccc1)C(=O)c1ccc(NC(=O)Cc2ccc(NC(=O)C3CCN(S(=O)(=O)c4cccc([N+](=O)[O-])c4)CC3)cc2)cc1
1.1,Cc1[nH]ccc(=O)c1OCC(=O)O

4 entries from above, in markdown.
| structure | TTR transcr act |
| --- | --- |
| COc1ccc(Cc2nnc(NC(=O)C(C)C)s2)cc1 | 0.6 |
| O=S1(=O)CC(N2CCN(CCO)CC2)CN1CCc1ccccc1 (stereo not drawn) | 3.5 |
| CCCCn1c(N)c(N(CCOC)C(=O)COc2ccc(C(C)=O)cc2)c(=O)[nH]c1=O | 1.2 |
| CC(C)(C)OC(=O)N1CCN(C(=O)c2[nH]cnc2C(=O)Nc2ccccc2F)CC1 | 4.0 |

The listing continues:
TTR transcr act,Structure
-1.5,O=C(O)c1ccc(NCc2ccc3c(c2)OCO3)cc1
1.2,C=CCSc1cc(C)nc2c(-c3ccccc3)cnn12
-1.5,CCn1ncc(C2=NOC(C(=O)NCc3ccccc3)C2)c1C (stereo not drawn)
6.6,CCCCc1ccc(NC(=S)N2CCN(C)CC2)cc1
-1.4,Cc1ccccc1OCC(=O)NC(=S)Nc1ccc2c3c(cccc13)CC2
-0.5,Cc1ccc(C(=O)O)cc1-n1c(C)cc(C=O)c1C
-0.7,COC(=O)c1ccc(CO/N=C/c2ccc(OC)cc2)o1
-1.7,O=C(c1cccc(Br)c1)N1CCCc2ccccc21
2.8,O=C(COC(=O)c1ccc(Br)o1)Nc1cccc(S(=O)(=O)N2CCCCC2)c1
0.2,O=C(O)c1ccccc1C(=O)c1cccc2c(F)cccc12
1.9,COCC(=O)N1CCC(Oc2ccc(C(=O)NCCCn3cccn3)cc2)CC1
-0.3,COCCNC(=O)NC12CC3CC(CC(C3)C1)C2
3.2,Cc1cc(C2=CC(=O)C[C@H](c3ccc4c(c3)OCO4)C2)ccc1F
-1.3,Clc1ccccc1OCCN1CCCCC1
1.1,COc1ccccc1C(=O)NNC(=O)c1cccc(Br)c1

Molecules listed so far with a tert-butyl group (two):
TTR transcr act,Structure
1.4,CC(C)(C)c1ncc(S(=O)(=O)c2ccc(C(F)(F)F)cn2)c(N)n1
4.0,CC(C)(C)OC(=O)N1CCN(C(=O)c2[nH]cnc2C(=O)Nc2ccccc2F)CC1

(further entries)
TTR transcr act,Structure
2.3,CC(=O)c1ccc2c(ccc3ccccc32)c1
-1.7,COC(=O)c1ccc(-n2nnnc2SCC(=O)Nc2cc(OC)ccc2OC)cc1
0.4,CN=C(Nc1ccc(C(=O)OC)s1)c1ccccc1
0.4,O=C(Cc1cccs1)Nc1ccon1
1.8,O=S(=O)(c1ccc(S(=O)(=O)N2CCCN(Cc3ccccc3)C2)cc1)N1CCCCCC1
1.6,CCCS(=O)(=O)NC(=O)C1(C)CCN(C(=O)c2ccc(OC(F)F)cc2)C1 (stereo not drawn)
4.1,c1ccc(-c2ccc(-c3ccncn3)cc2)cc1
0.9,CC(C)(C)OC(=O)N[C@@H](Cc1ccccc1)c1nnc(SCC(=O)c2ccc(Cl)cc2)o1
0.0,CC(C)(C)c1ccc(-c2noc(C(=O)NN)n2)cc1
1.4,C/C(CC(=O)Nc1ccc2c(c1)OCCO2)=N\NC(=O)COc1ccc(C)cc1
2.1,C=CCN(CC=C)CC(=O)Nn1c(C)ccc1C
-2.1,COc1cc2c(C(=O)N3CCN(c4ccccc4C)CC3)c(C)oc2cc1Br
-1.4,CCN1CCN(C(c2cc3cccc(C)c3[nH]c2=O)c2nnnn2Cc2ccccc2)CC1 (stereo not drawn)
4.8,O=C(NCCc1ccccc1)C1CCCN1C(=O)Nc1ccc(F)cc1 (stereo not drawn)
0.4,Nc1nc(N)c(N=Nc2ccc(Cl)cc2)c(=O)[nH]1

Additional records.
TTR transcr act,Structure
0.0,O=C(O)/C=C/c1cccc(NC(=O)c2ccccc2)c1
3.1,O=S1(=O)c2ccc(N3CC[C@H](O)C3)cc2OCCCN1C1CC1
-0.4,COc1ccc(C2CC(c3cccc(Cl)c3)=NN2c2ccc(S(N)(=O)=O)cc2)cc1 (stereo not drawn)
0.2,O=C(c1ccccc1)N(Cc1nc2ccccc2c(=O)[nH]1)C1CCCC1
-1.7,CCC(=O)Nc1c2c(nn1-c1ccccc1)CSC2
1.8,COc1cccc(OCC(O)CN2CCC(Cc3ccccc3)CC2)c1 (stereo not drawn)
1.2,O=C(COC(=O)c1ccc2ncsc2c1)NC(=O)NCc1ccccc1
0.1,Nc1nc2c(ccc3ccccc32)s1
1.0,C=CCC1(C#N)C(=S)NC2=C(C(=O)CC(C)(C)C2)C1c1ccc(Br)cc1 (stereo not drawn)
0.6,CC(C)(C)c1ccc(NC(=O)N2CCCN(c3c(Cl)cncc3Cl)CC2)cc1
1.5,CN(C)CCCN(C(=O)c1cc2ccccc2oc1=O)c1nc2c(F)cccc2s1
5.6,COC(=O)c1cc2ccccc2c(=O)s1
5.8,COCCCNC(=O)Cn1ccc(NC(=O)OCc2ccccc2)nc1=O
0.8,C=CCCC(=O)N[C@H]1CC[C@@]23CCCN2C(=O)CCC[C@H]3[C@H]1CCC
0.2,COc1cc(CNCCO)cc(Cl)c1OCc1ccccc1Cl

Additional records follow.
TTR transcr act,Structure
0.6,Cc1ccc(S(=O)(=O)N2CCCN(C(=O)OC(C)(C)C)CC2)cc1
5.8,COC(=O)c1cc(-c2ccc(OC)c(OC)c2)n[nH]1
-1.2,CCS(=O)(=O)c1ccc(C(=O)NC)c(Cl)c1Cl
-0.8,CCOCCCNC(=O)Cn1cc2c(n1)-c1c(oc(C(=O)N3CCCC3)c1C)CC2
-1.3,COCCN(C(=O)c1ccccc1F)c1nc(-c2ccc(OC)cc2)cs1
-0.9,COc1ccc(NC(=O)Cn2nnc(C(=O)NCc3ccco3)c2N)cc1
4.2,COC(=O)C(NC(=O)c1ccccc1)=C(C)C
-2.1,COc1ccc(CCn2c(-c3ccc(OC)cc3)nc3c(c(=O)c4ccccc4n3C)c2=O)cc1
-2.6,CO/N=C\c1cc(C(=O)c2ccc(Cl)cc2Cl)cn1C
0.5,CCOc1cc(C2NC(=O)NC(O)(C(F)(F)F)C2C(=O)c2ccc(Cl)cc2)ccc1O (stereo not drawn)
0.8,COC(=O)CSc1[nH]c2ccccc2c1[N+](=O)[O-]
2.0,O=C(CSC1CCCCC1)Nc1nccs1

These rows are one share of the data; count on the stated rates, not on these rows.
